Assay outcomes: PubChem, Sanford-Burnham Center for Chemical Genomics
HKDC1 inhibitor – HKDC1 hexokinase inhibitors, primary screen, biochemical, fluorescence, uHTS; Q2TB90; recombinant HKDC1, G6PDH/diaphorase resazurin coupled fluorescence; inhibition, % at 20 µM; 340,000 tested, 0.16% active; AID 493160, 2011;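 active = inhibition above about 35% when tested at 20 µM, limit read from the data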;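 note: plate controls were DMSO wells with enzyme for no effect and DMSO wells lacking enzyme for full effect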
Target sequence (Q2TB90 whole entry, looked up): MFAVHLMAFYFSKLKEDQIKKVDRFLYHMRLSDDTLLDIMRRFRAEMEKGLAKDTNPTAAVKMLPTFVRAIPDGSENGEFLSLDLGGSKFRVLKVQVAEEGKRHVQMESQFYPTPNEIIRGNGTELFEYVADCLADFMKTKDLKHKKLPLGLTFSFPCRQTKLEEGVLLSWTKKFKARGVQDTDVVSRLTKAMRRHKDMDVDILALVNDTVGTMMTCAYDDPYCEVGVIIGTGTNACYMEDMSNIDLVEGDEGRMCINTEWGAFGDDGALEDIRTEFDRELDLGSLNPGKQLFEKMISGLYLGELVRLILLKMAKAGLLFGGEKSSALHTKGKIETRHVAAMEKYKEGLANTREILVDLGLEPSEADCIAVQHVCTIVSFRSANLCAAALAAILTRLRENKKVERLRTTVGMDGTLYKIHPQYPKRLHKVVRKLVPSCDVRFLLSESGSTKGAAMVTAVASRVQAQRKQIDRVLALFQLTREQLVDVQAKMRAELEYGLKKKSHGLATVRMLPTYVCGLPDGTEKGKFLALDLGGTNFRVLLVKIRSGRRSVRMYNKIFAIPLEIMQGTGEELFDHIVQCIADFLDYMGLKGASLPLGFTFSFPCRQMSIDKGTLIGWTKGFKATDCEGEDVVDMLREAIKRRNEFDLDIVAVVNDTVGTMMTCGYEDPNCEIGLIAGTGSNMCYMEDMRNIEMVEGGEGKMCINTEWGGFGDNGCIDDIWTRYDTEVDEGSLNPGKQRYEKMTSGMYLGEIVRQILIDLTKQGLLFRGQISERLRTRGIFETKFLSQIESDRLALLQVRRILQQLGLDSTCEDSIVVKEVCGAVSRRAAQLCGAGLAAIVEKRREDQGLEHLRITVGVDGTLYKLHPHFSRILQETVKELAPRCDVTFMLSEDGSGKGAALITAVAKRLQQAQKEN
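Material – in-house recombinant HK5 (HKDC1) enzyme · Quantity – HKDC1 at 5 µg/mL · Buffer or medium – pH 8.0 Tris buffer with 10 mM MgCl2 · Reagent – glucose with 1 mM ATP · Dosing – single 20 µM dose · Times – reaction time 90 min, room temperature, protected from light · Technique – resorufin fluorescence at 613 nm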
Apaf-1 inh – inhibitors of human Apaf-1 apoptosome, primary screen, biochemical, DEVD-Rh110 fluorescence, uHTS | Apoptotic protease-activating factor 1 (Homo sapiens), O14727 | reconstituted apoptosome caspase-3 activity | inhibition, % at 20 µM | 330,000 tested, 0.71% active | AID 489030, 2010; active = inhibition of at least 40% at 20 µM;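 note: plate controls were DMSO wells for no effect and DEVD-CHO caspase inhibitor wells for full effect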
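Material: reconstituted apoptosome with Apaf-1, cytochrome c, caspase-9, procaspase-3, dATP; medium: pH 7.5 Hepes buffer with CHAPS, BSA, DTT; also added: cytochrome c and DEVD-Rh110 substrate; timing: 30 min plus 50 min, RT; signal: Rh110 fluorescence intensity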
SENP8 inh – SENP8 protease inhibitors, primary screen, biochemical, luminescence; 330,000 tested, 1.2% active; AID 2540, 2010; inhibition, % at 10 µM; purified SENP8, Z-RLRGG-aminoluciferin cleavage; Sentrin-specific protease 8 (Homo sapiens), Q96LD8
Target sequence (Q96LD8 whole entry, looked up): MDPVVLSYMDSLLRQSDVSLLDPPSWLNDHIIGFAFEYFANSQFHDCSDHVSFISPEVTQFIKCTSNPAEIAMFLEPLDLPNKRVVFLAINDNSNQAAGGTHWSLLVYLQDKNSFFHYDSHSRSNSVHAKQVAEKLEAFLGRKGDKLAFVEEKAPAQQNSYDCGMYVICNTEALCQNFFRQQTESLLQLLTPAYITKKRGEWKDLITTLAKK
Jurkat NFkB inh – inhibitors of induced NF-kB luciferase reporter, primary screen, TCR NF-kB activation inhibitor project, cell-based, luminescence, uHTS | inhibition, % at 4 µM | 330,000 tested, 0.53% active | Jurkat, PMA/ionomycin-induced NF-kB luciferase reporter
Gli-Sufu block – Gli-Sufu pathway antagonists, primary screen, luciferase luminescence, Sufu-KO-LIGHT cells, uHTS | Sufu-KO-LIGHT fibroblasts, Gli luciferase reporter luminescence | inhibition, % at 5 µM | 340,000 tested, 0.74% active | AID 588413, 2011;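 active = inhibition above about 55%, limit read from the data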;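 note: 0% = DMSO-treated cells and 100% = wells with medium but no cells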
SENP7 block – SENP7 protease inhibitors, primary screen, biochemical, luminescence, uHTS | Sentrin-specific protease 7 (Homo sapiens), Q9BQF6 | recombinant SENP7, Z-RLRGG-aminoluciferin luminescence, 40 min | inhibition, % at 5 µM | 330,000 tested, 1.5% active | AID 434973, 2010;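 active = inhibition above about 50% at the single test dose, limit read from the data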;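 note: plate controls were DMSO with enzyme for no effect and no enzyme buffer wells for full effect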
697 NFkB inh – inhibitors of PMA/ionomycin-induced NF-kB reporter, 697 cells, primary screen, B-cell NF-kB inhibitor project, cell-based, luminescence, uHTS | 330,000 tested, 0.33% active | 697 B-cell NF-kB luciferase reporter, 16 h | AID 435022, 2010 | inhibition, % at 4 µM; in the data active = inhibition above about 35%
UBC13 inh – UBC13 polyubiquitin chain formation inhibitors, primary screen, biochemical, TR-FRET, uHTS. Ubiquitin-conjugating enzyme E2 N (Homo sapiens), P61088. inhibition, % at 20 µM. 330,000 tested, 0.47% active; in the data active = inhibition above about 45%, passing the limit was not always enough
Numbers without * were called inactive. Cut-off read from the data, not from the text of the source, unless noted: active = inhibition above about 50%; inactive = the rest. Random draw from the library, and some 3.6% of all compounds hit somewhere here.

SMILES	HKDC1 inhibitor	Apaf-1 inh	SENP8 inh	Jurkat NFkB inh	Gli-Sufu block	SENP7 block	697 NFkB inh	UBC13 inh
Cn1c2c(c3ccccc31)CCN1CCC[C@]21c1ccccc1	-2	10	-1	-16	19	-6	-3	-2
Cc1cc(OCCCn2ccnc2)ccc1C(C)C	-2	6	-8	-36	-5	-9	-14	-8
O=C(COC(=O)/C=C/c1ccc(F)cc1)NCc1ccc2c(c1)OCO2	6	-12	7	9	3	3	-1	-2
O=C1CN(S(=O)(=O)c2ccc(Br)cc2)c2ccccc2N1	-6	0	2	-12	5	-3	13	-23
CCOC(=O)CCCCNCc1ccccc1	-3	0	4	3	25	0	21	8
CCc1nc2ccccc2c(C(=O)NCc2ccccc2)c1C	-7	-11	-2	5	-1	-1	-3	17
O=C(CNC(=O)c1ccccc1C(=O)O)c1ccccc1	-6	-1	7	-66	-6	3	-19	6
COc1ccc(C(C)N2CC34C=CC(O3)C(C(=O)O)C4C2=O)cc1 (centres undefined)	22	-1	-7	13	2	-6	3	-11
Cc1ccc(S(=O)(=O)N/N=C/c2cccc([N+](=O)[O-])c2)cc1	-6	10	1	-14	-4	4	12	-2
CCCN(CCC)S(=O)(=O)c1ccc(C(=O)N2CCCc3ccccc32)cc1	13	24	-2	-6	8	6	-2	-2
COc1ccccc1N1CCN(C(=O)C(=O)c2c[nH]c3ccccc23)CC1	-2	5	-1	-32	3	4	0	-2
CC(Oc1ccccc1)C(=O)Nc1ccccc1O (centres undefined)	-5	-3	-13	-11	18	-7	15	2
CCOc1ccc(N2C=Nc3ccc(OCC)cc3C2)cc1	-3	13	-19	-34	4	-7	-5	-2
Cc1sc2ncnc(NCC(O)c3ccccc3)c2c1C (centres undefined)	-4	8	0	17	22	8	-54	-2
N/C(=N\N=C\c1cccs1)SC1CC(=O)N(c2ccc(Br)cc2)C1=O (centres undefined)	3	4	-9	3	-2	-6	-3	-4
CC(=C/C(=O)O)/C=C/c1ccc(Cl)o1	-1	3	-12	-14	3	7	-28	-12
CN1C(=O)NC(c2ccc(Cl)cc2)C2=C1CC(C)(C)CC2=O (centres undefined)	-5	0	-5	1	-1	-12	-1	1
Cc1ccccc1OCC(=O)NCc1ccccc1	-2	-9	1	0	1	5	8	-7
COc1ccc(C(=O)C2CCCN(Cc3cccc4c3OCO4)C2)cc1OC (centres undefined)	-8	-2	-4	-36	36	-9	-68	-9
O=C(c1cc(COc2ccc(F)cc2Cl)on1)N1CC2C[C@@H]3CC1C[C@H](C2)C3	-4	-3	4	-107	-21	7	-190	-4

3 entries already listed, arranged by SMILES length, smallest number first:
SMILES	HKDC1 inhibitor	Apaf-1 inh	SENP8 inh	Jurkat NFkB inh	Gli-Sufu block	SENP7 block	697 NFkB inh	UBC13 inh
Cc1cc(OCCCn2ccnc2)ccc1C(C)C	-2	6	-8	-36	-5	-9	-14	-8
O=C1CN(S(=O)(=O)c2ccc(Br)cc2)c2ccccc2N1	-6	0	2	-12	5	-3	13	-23
N/C(=N\N=C\c1cccs1)SC1CC(=O)N(c2ccc(Br)cc2)C1=O (centres undefined)	3	4	-9	3	-2	-6	-3	-4

New compounds follow:
SMILES	HKDC1 inhibitor	Apaf-1 inh	SENP8 inh	Jurkat NFkB inh	Gli-Sufu block	SENP7 block	697 NFkB inh	UBC13 inh
O=S(=O)(c1ccc(Cl)cc1)N1CCCc2ccccc21	1	19	9	3	5	-3	13	7
CCOc1ccccc1NC(=O)Nc1cc(C(=O)O)ccc1C	-5	-4	-1	-11	-6	1	19	-4
C=CCOC(=O)/C(=C/c1cccc2ccccc12)NC(=O)c1ccccc1	10	15	0	-80	-7	-1	-165	0
CCCn1c(CNc2ccccc2O)nc2ccccc21	12	8	6	-22	19	9	-13	-14
Cn1/c(=N\NC(=O)c2ccccc2Cl)sc2ccccc21	6	0	-2	-37	-48	-5	-33	3
N#CC(C(=O)Nc1ccccc1)=C1Nc2ccccc2N1	1	13	-4	-5	3	3	-23	7
CCc1ccc(-c2nc(SCC(=O)N(CCOC)c3c(N)n(Cc4ccccc4)c(=O)[nH]c3=O)n[nH]2)cc1	-6	18	1	-11	-2	1	5	4
CC(=O)Nc1c2c(nn1-c1ccc(Cl)cc1)CSC2	-7	-2	1	-6	1	-2	-12	4
Cc1cc(C)cc(NC(=S)N(Cc2ccc(Cl)cc2)Cc2ccc(C(=O)O)cc2)c1	5	16	-2	-3	22	-3	17	-15
Cc1nc(C(=O)NC2CCOCC2)sc1C1(C)CC(c2ccccc2)=NO1 (centres undefined)	-2	-7	0	10	-14	-2	20	7
O=S(=O)(Cc1ccccc1)Nc1ccc(Br)cn1	0	-3	-2	-2	6	-4	-3	-1
CCOc1ccc(-c2c(C#N)c(N)nc3c2c(=O)n(C)c(=O)n3C)cc1OC	0	11	-7	1	4	0	-14	6
Cn1c(=O)c2c(nc(N3CCCC3)n2CC(O)CO)n(C)c1=O (centres undefined)	7	-12	1	13	-4	4	10	5
CC(=O)c1cccc(OCc2cc(C(=O)N3C[C@H]4CC[C@H]3C4)no2)c1	-8	3	11	-89	-61	7	-105	3
CC1(C)CC(=O)N(c2cccc(C(F)(F)F)c2)C(=O)C1	5	2	-5	14	-17	-8	0	10
CC(=O)Nc1ccc(S(=O)(=O)NCCC(=O)NCc2ccncc2)cc1	-7	-2	12	17	-4	-4	6	2
CC(=O)N(C1=C(N2CCOCC2)C(=O)c2ccccc2C1=O)c1ccc(C(=O)O)cc1	19	59*	19	1	41	34	18	-25
COc1cc(OC)nc(Oc2cccc(C(F)(F)F)c2)n1	-5	2	5	3	5	8	10	3
COc1cccc(NC(=S)N2CCN(S(=O)(=O)c3ccccc3)CC2)c1	3	2	7	8	-16	3	12	4
CCOC(=O)C1=C(C)N(C)C(=O)NC1c1cc2c(cc1[N+](=O)[O-])OCO2 (centres undefined)	4	2	-5	10	23	-1	0	10
O=C(Nc1ccc(Cl)cn1)C1CCCN1S(=O)(=O)c1cccc2ccccc12 (centres undefined)	2	4	10	10	2	3	15	3
Cc1cc(N2C(=O)C(O)=C(C(=O)c3ccco3)C2c2cccc(O)c2)no1 (centres undefined)	5	-2	-6	9	-11	1	4	4
O=C(/C=C/c1ccccc1)NCc1ccco1	-9	8	-3	1	-12	-2	6	-1
CCCS(=O)(=O)N1CCc2ccc(NC(=O)C3CCCO3)cc2C1 (centres undefined)	-3	6	0	3	-7	-2	1	0
CCSc1ccc([C@@H]2[C@H]3C(=O)N(CC)C(=O)[C@H]3[C@]3(C(=O)OC)CCCCN23)cc1	1	23	-5	1	-2	10	8	-7
CC(C)CCn1c(N2CCCC2)nc2c1c(=O)[nH]c(=O)n2C	2	1	0	-5	1	11	-5	3
OC(c1cccnc1)c1cccs1 (centres undefined)	-10	-2	-6	11	-1	-5	19	-10
CCOCCCNC(=O)c1c(C)c(C(=O)OCC)n(C)c1C	-10	-26	-5	5	4	3	3	18
CCCCCc1c(O)nc(SCC(=O)NCC2CCCO2)[nH]c1=O (centres undefined)	-7	3	-7	-10	-1	-10	0	-4
O=C(CC1CCCC1)Nc1ccc(Br)cc1	-2	2	-5	-44	-22	-2	-47	4
COc1cccc(/C=N/Nc2nc3ccccc3[nH]2)c1OC	2	10	-14	-124	-46	12	-116	-11
CCOC(=O)c1c(C)nc(C)c(C(=O)OCC)c1-c1ccc(Br)cc1	-11	18	-2	-2	-1	4	-5	-2
COC(=O)C1=C(C(=O)OC)[C@@H]2N(C)c3ccccc3[C@@]23C[C@@H](C(=O)OC)N(C(C)=O)C3=N1	-3	-1	0	-6	23	3	-10	4
CCOC(=O)N1CCN(C(=O)c2cn(C)c3ccc(S(=O)(=O)N(C)C4CCCCC4)cc3c2=O)CC1	-5	-8	0	10	9	-4	1	-2
CSc1cccc(CNC(=O)C2CCC(=O)N(Cc3cccc(C(F)(F)F)c3)C2)c1 (centres undefined)	8	10	-7	-24	3	3	-69	2
CC(=O)Nc1ccc(S(=O)(=O)N2CCN(C(=O)N3CCCCCC3)CC2)cc1	-3	17	-12	-4	7	-10	-5	2
Cc1cccnc1NC(=O)CSc1ncnc2sc(C)c(C)c12	-1	0	16	4	-16	0	5	3
C=CCN(CC=C)S(=O)(=O)c1ncn[nH]1	-1	-1	-13	-4	13	-2	6	-2
Cc1cc(S(=O)(=O)N2CCCCC2CCNC(=O)C(=O)NCC2CCCO2)ccc1F (centres undefined)	-4	8	-13	-6	-3	-7	4	-2
CCOc1ccc(N/C(N)=N/c2nc(CSc3nnc(C)s3)cc(=O)[nH]2)cc1	1	5	3	74*	41	0	1	6

Full records from above. Order of screens: HKDC1 inhibitor | Apaf-1 inh | SENP8 inh | Jurkat NFkB inh | Gli-Sufu block | SENP7 block | 697 NFkB inh | UBC13 inh
`CCOC(=O)N1CCN(C(=O)c2cn(C)c3ccc(S(=O)(=O)N(C)C4CCCCC4)cc3c2=O)CC1` reads -5 | -8 | 0 | 10 | 9 | -4 | 1 | -2
`Cn1/c(=N\NC(=O)c2ccccc2Cl)sc2ccccc21` reads 6 | 0 | -2 | -37 | -48 | -5 | -33 | 3
`C=CCN(CC=C)S(=O)(=O)c1ncn[nH]1` reads -1 | -1 | -13 | -4 | 13 | -2 | 6 | -2

Remaining list, next part.
SMILES	HKDC1 inhibitor	Apaf-1 inh	SENP8 inh	Jurkat NFkB inh	Gli-Sufu block	SENP7 block	697 NFkB inh	UBC13 inh
COc1cc2ccc(=O)oc2c(CC=C(C)C)c1OC	1	-2	1	12	-1	0	11	4
O=c1[nH]cnc2c1N=C(c1cccc([N+](=O)[O-])c1)CC(c1ccccc1)N2 (centres undefined)	-1	1	4	7	-8	5	3	-9
O=C(Nc1ncccc1Cl)c1ccccc1F	12	-20	-6	-2	-7	4	-18	3
N#CCSCC(=O)Nc1ccccc1	-4	-7	-2	-13	4	0	-13	1
O=C(NC1CCCN(Cc2ccccc2F)C1)c1cccc(N2CCCC2=O)c1 (centres undefined)	-2	0	-17	-7	-9	-14	-10	-1
COc1ccccc1NS(=O)(=O)c1cccc(C(=O)N/N=C/c2ccc3c(c2)OCCO3)c1	8	11	-12	-9	-7	-2	-4	-7
COc1cccc(N(CC(=O)N2CCN(c3ccccc3OC)CC2)S(C)(=O)=O)c1	-7	1	2	15	3	-4	-1	-6
CC1=C(C(=O)N(C)Cc2ccccc2)C2(CCC(C)CC2)OC1=O (centres undefined)	-5	0	7	7	3	-5	18	-6
CCOC(=O)C1CCN(C(=O)CCC2CCCC2)CC1	-8	-1	-11	-11	3	-1	2	-10
CCOc1ccc(N2C(=O)/C(=C/c3ccc(C)o3)N(C)C2=S)cc1	-3	15	-3	9	9	7	-48	-6
O=C(CSc1nnnn1-c1ccccc1F)Nc1nc2ccccc2s1	-10	-21	-11	-3	-20	10	3	0
O=C(CSc1nnc(-c2ccco2)n1-c1ccccc1)NCc1ccco1	-1	0	-6	1	7	6	-12	2
O=C1NC(=Nc2ccccc2)SC1(CO)CO	-9	1	4	-9	16	8	-1	-1
Cc1nn(C(C)C(=O)N2CCOCC2)c(C)c1[N+](=O)[O-] (centres undefined)	1	5	-10	14	-11	-13	8	-9
Cc1c(NC(=O)CSc2nnc(N)s2)c(=O)n(-c2ccccc2)n1C	0	-10	4	0	2	2	-2	7
COc1ccc(C2/C(=C(/O)c3ccc(OC(C)C)cc3)C(=O)C(=O)N2CCCN2CCOCC2)cc1 (centres undefined)	7	-4	-6	18	-6	-3	-2	-3
